Source: PubChem
MDM2 E3 inh – MDM2-luciferase reporter signal enhancers, primary screen, MDM2 E3 ligase inhibitor project, cell-based, luminescence, 1536-well | E3 ubiquitin-protein ligase Mdm2 (Homo sapiens), Q00987 | signal enhancement, % at 5 µM | cell-based MDM2 ubiquitination luciferase reporter, 2 h; 0 = plate control, 100 = twice control, blank-subtracted | 210,000 tested, 0.11% active;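 active = signal enhancement of 30% or more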;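 note: luminescence tracks abundance of the self-degrading MDM2-luciferase fusion protein; higher signal means inhibition of MDM2 E3 ligase activity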
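System: stable MDM2–luciferase fusion reporter cells / Input: 2000 cells seeded into each well / Schedule: 4 h settle plus 2 h compound, 37 °C / Compound: single-point 5 µM / Buffer or medium: cells held in DMEM / Benchmarks: control and blank well means / Evaluation: percent signal gain over controls, blank-subtracted / Measured by: luciferase luminescence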
S1P4 antagonist – S1P4 receptor antagonists, primary screen, cell-based. S1P4-expressing cells, antagonist mode, reporter read-out. inhibition, % at 4.98 µM. 220,000 tested, 0.26% active; in the data active = inhibition above about 29%;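 note: 0% = wells stimulated with agonist and 100% = vehicle wells without agonist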
Ba/F3 V617F tox – reduced viability of JAK2V617F-dependent Ba/F3 cells, primary screen, JAK2V617F inhibitor project, cell-based, Ba/F3 EpoR-JAK2V617F, luminescence; ATP luminescence; inhibition, % at 5.6 µM; AID 1446, 2008; 220,000 tested, 1.1% active;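 active = inhibition above the campaign mean plus 3 SD over all tested compounds, cut at about 24% in these data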;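 note: cytokine-independent growth of Ba/F3 cells driven by EpoR plus mutant JAK2; 0% = DMSO-treated cells and 100% = JAK inhibitor I control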
NPY2 pot ag – NPY-Y2 potentiators or agonists, primary screen, cell-based | Neuropeptide Y receptor type 2 (Homo sapiens), P49146 | activation, % at 3.6 µM | 220,000 tested, 0.45% active | AID 1359, 2008 | cells expressing NPY-Y2, potentiator/agonist read-out; in the data active = activation above about 27%;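 note: cells stimulated with NPY near EC25 plus isoproterenol at EC100; 0% = vehicle plus submaximal agonist and 100% = vehicle plus saturating agonist; some results beyond the cut were filed as inactive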
PERK inh – block of dimerizer-induced PERK translation repression, primary screen, PERK inhibitor project, CHO PERK-DD cells, SEAP luminescence, HTS; AID 1416, 2008; inhibition, % at 5.6 µM; 220,000 tested, 0.17% active; CHO PERK-DD fusion, SEAP luminescence translation reporter; Eukaryotic translation initiation factor 2-alpha kinase 3 (Homo sapiens), Q9NZJ5;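 active = inhibition above the mean inhibition of all tested compounds plus 3 SD, set separately per screening campaign, cut at about 2.9% in these data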;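 note: PERK kinase domain activated by AP20187 dimerizer at 100 nM; 0% = DMSO with dimerizer and 100% = rapamycin at 8.4 µM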
Target sequence (Q9NZJ5 whole entry, looked up, the tested form may be a part): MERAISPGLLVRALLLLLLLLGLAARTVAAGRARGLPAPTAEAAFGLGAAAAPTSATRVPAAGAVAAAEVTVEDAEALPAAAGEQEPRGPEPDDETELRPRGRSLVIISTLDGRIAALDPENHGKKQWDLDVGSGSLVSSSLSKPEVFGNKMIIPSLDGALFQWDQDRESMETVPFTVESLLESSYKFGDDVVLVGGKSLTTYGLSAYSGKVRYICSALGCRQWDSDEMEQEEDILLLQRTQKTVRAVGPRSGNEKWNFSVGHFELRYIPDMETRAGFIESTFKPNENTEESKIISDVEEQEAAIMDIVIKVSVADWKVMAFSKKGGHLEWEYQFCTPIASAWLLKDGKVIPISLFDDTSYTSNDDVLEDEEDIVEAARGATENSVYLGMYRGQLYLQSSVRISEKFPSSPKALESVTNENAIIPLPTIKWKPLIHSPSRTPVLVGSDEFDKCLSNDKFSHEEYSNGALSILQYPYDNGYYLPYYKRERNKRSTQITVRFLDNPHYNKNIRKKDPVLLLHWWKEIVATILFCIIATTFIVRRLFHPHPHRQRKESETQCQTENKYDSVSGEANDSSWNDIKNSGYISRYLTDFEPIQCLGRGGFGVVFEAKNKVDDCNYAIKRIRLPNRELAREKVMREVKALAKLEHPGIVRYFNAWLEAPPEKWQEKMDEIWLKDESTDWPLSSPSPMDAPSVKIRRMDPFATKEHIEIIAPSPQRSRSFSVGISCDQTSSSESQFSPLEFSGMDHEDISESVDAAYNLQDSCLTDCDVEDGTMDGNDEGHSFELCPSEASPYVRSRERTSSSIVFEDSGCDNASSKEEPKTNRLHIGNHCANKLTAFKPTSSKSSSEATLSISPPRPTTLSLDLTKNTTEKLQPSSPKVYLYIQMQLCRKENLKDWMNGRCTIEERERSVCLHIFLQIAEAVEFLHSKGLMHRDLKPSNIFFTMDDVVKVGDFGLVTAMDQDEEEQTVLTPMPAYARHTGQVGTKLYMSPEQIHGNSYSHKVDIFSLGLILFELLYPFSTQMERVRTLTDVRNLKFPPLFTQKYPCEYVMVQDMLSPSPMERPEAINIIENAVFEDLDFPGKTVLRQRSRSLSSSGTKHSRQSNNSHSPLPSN
eIF4E-4G inh – eIF4E–eIF4G protein interaction inhibitors, primary screen, biochemical, uHTS, TR-FRET, eIF4GI fragment | Eukaryotic translation initiation factor 4E (Mus musculus) + Eukaryotic translation … | TR-FRET eIF4E-eIF4GI(517-606) binding, 2 h | inhibition, % at 21.7 µM | 220,000 tested, 0.37% active | AID 782, 2007;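 active = inhibition above about 30%, limit read from the data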;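 note: 0% = full FRET control wells and 100% = background wells lacking eIF4GI fragment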
S1P4 ag – S1P4 receptor agonists, primary screen, cell-based; S1P4-expressing cell line, agonist reporter assay; activation, % at 4.98 µM; Sphingosine 1-phosphate receptor 4 (Homo sapiens), O95977; 220,000 tested, 0.35% active; in the data active = activation above about 11%;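 note: 0% = DMSO vehicle and 100% = reference agonist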
BaF3 parental – parental Ba/F3 cell viability inhibition, counter-screen for JAK2V617F inhibitor project, murine pro-B, CellTiter-Glo luminescence | CellTiter-Glo ATP luminescence | inhibition, % at 5.6 µM | 220,000 tested, 1.1% active | AID 1486, 2009;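 active = inhibition above a per-campaign cutoff, the mean inhibition of all tested compounds plus 3 SD, cut at about 27% in these data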;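 note: 0% = DMSO wells and 100% = JAK Inhibitor I control wells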
Wee1 degr inh – Wee1 degradation inhibitors, primary screen, cell-based, HeLa, Wee1K328M-luciferase, luminescence. AID 1321, 2008. reporter increase, % at 5 µM. HeLa Luc-Wee1K328M stability; 100% = proteasome inhibitor MG132 effect. Wee1-like protein kinase (Homo sapiens), P30291. 220,000 tested, 1.2% active;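 active = activation above the mean of all tested compounds plus 3 SD, set per screening run, cut at about 8.8% in these data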;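 note: cells exposed to compound for 20 h before luminescence read; 0% = DMSO alone and 100% = MG132 at 30 µM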
Numbers without * were called inactive; . = not tested or not shown; [ ] = dose if it differs, or a comment.

SMILES	MDM2 E3 inh	S1P4 antagonist	Ba/F3 V617F tox	NPY2 pot ag	PERK inh	eIF4E-4G inh	S1P4 ag	BaF3 parental	Wee1 degr inh
CCOC(=O)Cc1nnc(NC(=O)CSc2ccc(C)cc2)s1	-10.3	0.2	-0.8	-36.0	1.3	-1.2	-0.1	-0.2	1.8
O=C(O)c1ccc2c(c1Sc1ccccc1)C(=O)c1ccccc1C2=O	-23.1	0.0	-1.9	0.3	0.7	-7.1	0.5	-0.9	4.2
c1ccc(C2c3c(ccc4ccccc34)Oc3ncn4nc(-c5ccco5)nc4c32)cc1 (centres undefined)	-6.9	-8.5	1.1	10.3	1.1	0.2	4.7	4.2	-2.7
Cc1ccc(NC(=O)CN(C)C(=O)CSc2ncc(C(F)(F)F)cc2Cl)cc1	-7.9	-32.3	1.0	-3.7	0.6	-1.6	1.5	5.0	2.9
COCCn1c(SCC(=O)NCc2ccco2)nc2cccnc21	-13.5	-4.1	-0.2	-7.3	0.6	1.4	0.0	1.8	-0.3
CNc1nc(SCc2ccc(C)cc2)nc2c1CCCC2	-18.1	-11.8	-5.6	0.5	0.9	7.5	-1.1	5.6	0.0
Cc1ccc(/C(COc2ccccc2O)=N\O)cc1	-5.8	-9.0	-0.2	-4.1	0.7	-13.4	0.4	13.4	-1.8
O=C(CN(Cc1ccco1)C(=O)CCC(=O)Nc1ccccn1)NCCc1ccccc1	-10.1	-8.8	1.6	-17.5	-1.2	-2.3	2.5	6.7	4.0
Cc1cccc(NC(=O)/C(C#N)=C\c2cc(C)n(-c3ccc(C(=O)O)cc3)c2C)c1	-27.4	2.2	1.9	2.9	1.6	0.6	0.0	11.4	-1.6
COc1cc(CNC(=O)CCCC/C=C\C(C)C)ccc1O	.	16.9	-3.0	-24.1	0.6	0.9	-0.3	-4.6	-1.9
O=C(CSc1nnc(-c2cc3ccccc3cc2O)n1Cc1ccco1)N1CCc2ccccc2C1	0.7	8.0	-3.9	-7.5	-1.6	-0.2	-2.4	-0.7	3.2
C=CCNC(=O)C1CC(=O)N(c2ccc(OCC(=O)Nc3ccc(C)cc3)cc2)C1 (centres undefined)	-13.0	2.0	-4.4	-2.0	0.3	-5.8	0.3	2.7	3.5
COc1ccc(-c2cn3c(C)c(C(=O)N4CCN(c5ccc(F)cc5)CC4)sc3n2)cc1	-2.5	-0.3	-3.6	7.2	1.7	1.2	-3.3	2.8	0.9
Cc1cccc(OCC(=O)NC(C)C(=O)N/N=C/c2c(OCc3ccccc3)ccc3ccccc23)c1 (centres undefined)	-26.2	9.4	-1.2	9.2	0.3	-26.4	0.8	0.8	-0.7
Cc1nn(C(C)C)c(C)c1CN1CCN(Cc2ccsc2)C(CCO)C1 (centres undefined)	-20.6	-7.7	6.5	-21.0	0.6	-2.7	-0.4	9.3	1.8
CC(C)CCNC(=O)C(=O)Nc1ccccc1	4.7	19.9	0.7	3.0	1.5	-2.1	-2.4	0.5	2.9
Cc1sc(NC(=O)c2ccc(Br)s2)c(C(N)=O)c1C	-19.1	5.0	-0.3	-4.8	0.4	-7.5	0.3	1.4	1.2
O=C1CC(c2ccc(F)cc2)Sc2nc(-c3ccccc3)c(-c3ccccc3)n21 (centres undefined)	-13.3	8.4	-1.3	16.1	0.1	5.2[fluorescence artefact?]	1.0	-1.8	-0.1
NS(=O)(=O)c1ccc(NC(=O)c2ccc(S(=O)(=O)N3CCOCC3)o2)cc1	-1.8	1.9	-3.5	12.1	1.1	-2.8	-1.0	-2.1	-1.0
Cc1cccc(C)c1Nc1nnc(SCc2cc([N+](=O)[O-])cc3c2OCOC3)s1	-6.8	15.8	-0.8	-20.0	-1.6	-0.4	-1.4	2.6	2.0
CCCCCc1ccc(OCCOCCn2c[n+](C)c3ccccc32)c(CCCCC)c1	-17.0	-25.6	100.8*	-4.3	0.6	21.1	0.6	81.5*	0.8
CSc1ccccc1NC(=O)c1cnc2n(c1=O)CCS2	-7.1	-1.6	1.3	15.2	-0.3	-0.9	0.5	4.8	3.6
CCCCS/C(N)=N/N=C/c1cc(C)ccc1O	-4.6	4.2	-3.9	-1.8	1.0	-0.5[fluorescence artefact?]	-1.7	0.1	0.3
CC(C)Nc1nc(NC(C)C)nc(N(C)C(N)=O)n1	-5.5	1.9	-1.3	14.6	1.1	9.0	-0.1	-0.3	3.2
CCC(=O)NC(=S)Nc1ccc(-c2nc3ccc(C)cc3s2)cc1	-1.9	-15.2	-1.9	5.9	1.0	2.8	0.9	2.9	1.1
COC(=O)C1=C(C)N(C)C(=O)NC1c1cc2c(cc1[N+](=O)[O-])OCO2 (centres undefined)	-12.4	2.0	-0.8	5.3	-0.6	4.4	1.6	-0.2	-2.5
C[C@](N)(Cc1ccc(O)c(O)c1)C(=O)O	.	4.6	2.2	-0.2	1.4	8.0	-0.7	6.6	5.3
CCOc1ccc(NC(=O)c2ccc(CSc3nnc(C)s3)cc2)cc1	-6.5	-4.5	-3.2	-8.5	0.3	-1.9	1.1	3.5	-1.1
Nc1nnnn1/N=C/c1ccco1	-7.5	-1.8	0.7	-8.8	0.4	1.1	0.6	9.6	2.9
Cc1ccc(-n2nnnc2SCC(=O)NNC(=O)c2ccc([N+](=O)[O-])cc2)cc1	9.2	-2.2	-0.6	-20.9	1.0	-0.1	1.1	4.8	-3.1

Next part, starting with the last 2 of the part before.
SMILES	MDM2 E3 inh	S1P4 antagonist	Ba/F3 V617F tox	NPY2 pot ag	PERK inh	eIF4E-4G inh	S1P4 ag	BaF3 parental	Wee1 degr inh
Nc1nnnn1/N=C/c1ccco1	-7.5	-1.8	0.7	-8.8	0.4	1.1	0.6	9.6	2.9
Cc1ccc(-n2nnnc2SCC(=O)NNC(=O)c2ccc([N+](=O)[O-])cc2)cc1	9.2	-2.2	-0.6	-20.9	1.0	-0.1	1.1	4.8	-3.1
CCCCc1nn(-c2cc(Cl)ccc2OC)c2c1C(=O)CCC2	-9.6	-9.1	-1.6	4.0	0.3	1.3	-0.2	4.9	1.3
Cc1ccsc1C(C(=O)NC(C)(C)C)N(C(=O)c1csnn1)c1ccccc1 (centres undefined)	-10.2	4.4	-3.3	8.6	0.0	0.6	1.5	2.8	-1.3
CSc1ccc(S(=O)(=O)NC2CCCCCC2)cc1	-9.2	2.9	5.3	-21.9	0.3	-0.7	-2.1	11.7	0.9
COC(=O)CSc1nnc(-c2ccco2)n1-c1ccc(C)cc1	-16.9	-3.6	-2.3	-4.8	-0.1	2.1[fluorescence artefact?]	-0.4	-2.2	1.6
CN(C)c1ccc(C(c2nnnn2C(C)(C)C)N2CCc3ccccc3C2)cc1 (centres undefined)	-5.6	-8.6	-1.1	-0.1	1.1	-0.8[fluorescence artefact?]	1.1	6.8	-3.7
CCS(=O)(=O)N1CCN(c2nc(-c3ccccc3)cs2)CC1	-3.7	1.8	4.3	8.5	-0.8	0.5	-0.7	6.6	0.5
O=C(CNS(=O)(=O)c1ccccc1)OCC(=O)c1ccc([N+](=O)[O-])cc1	-6.5	-6.0	1.6	6.6	0.7	2.1[fluorescence artefact?]	5.0	2.5	-2.6
O=C(NNS(=O)(=O)c1cccc(Cl)c1Cl)c1cccc(S(=O)(=O)N2CCOCC2)c1	-2.3	-10.7	2.6	-0.5	0.8	-0.2[fluorescence artefact?]	2.2	9.9	-2.2
CCn1c2ccccc2c2nnc(SCC(=O)NC(CC(C)C)C(=O)OC)nc21 (centres undefined)	-25.1	-9.3	2.2	-1.7	-0.5	-2.4	1.4	6.4	-2.9
O=C(CNC(=O)c1cccs1)NCC(=O)OCc1ccccc1Cl	-0.6	-15.2	3.4	3.6	0.1	0.0	2.3	0.3	-2.1
O=C(Cc1nc2ccccc2[nH]c1=O)c1ccccc1	-16.6	-1.7	1.0	8.1	-0.1	1.6	0.7	7.1	-0.2
CCOC(=O)c1[nH]c2ccccc2c1NC(=O)C(C)(C)C	-10.1	-8.6	-1.4	0.8	0.7	5.9[fluorescence artefact?]	4.0	1.9	-2.5
O=c1nc2n(c3c1oc1ccccc13)Cc1ccccc1-2	5.4	-9.7	-0.3	2.7	1.3	-1.6	-1.7	2.7	-2.2
COc1ccc(N2C(=O)NC(NC(=O)c3ccncc3)(C(F)(F)F)C2=O)cc1 (centres undefined)	-8.0	-9.3	1.2	4.1	1.1	1.5	1.8	5.9	-1.4
O=C(Nc1ccc(Oc2ccc(C(F)(F)F)cn2)c(Cl)c1)C1CC1	17.5	10.5	1.8	9.9	0.7	2.3	1.7	6.6	3.0
COc1ccc(C)cc1S(=O)(=O)N(C)CC(=O)N1CCN(c2ccccc2)CC1	-14.2	-23.1	2.1	-19.6	-0.5	-2.7	0.8	10.9	2.8
CSc1nnc(NC(=O)CCc2ccccc2)s1	-13.8	-15.5	2.5	-12.7	0.0	-0.1	-2.0	-0.3	3.7
Cc1nn(C)c(C(=O)N2CCN(C(=O)c3ccco3)CC2)c1Br	1.4	-18.5	3.7	14.8	-0.4	2.3	1.2	3.7	3.9
CCN(CC)P(=O)(Nc1cccc(C(F)(F)F)c1)c1ccc(N(C)C)cc1NC(=O)c1ccco1 (centres undefined)	-4.3	-8.2	3.3	5.0	0.9	-1.4	1.0	1.3	-1.1
Nc1nn(S(=O)(=O)c2ccccc2)cc1-c1ccc([N+](=O)[O-])cc1	-1.5	-9.2	0.6	10.0	-0.2	5.9	-2.2	0.5	-0.8
CSc1cccc(NC(=S)N(CCCN2CCCC2)Cc2cccn2Cc2ccc(Cl)cc2)c1	-7.9	-5.5	4.0	-25.7	0.4	8.8	-0.8	10.1	7.9
Cc1c(N2C(=O)/C(=C/c3ccccc3)SC2=S)c(=O)n(-c2ccccc2)n1C	10.1	-8.7	-5.3	-4.0	0.0	-2.3[fluorescence artefact?]	0.4	-1.4	-0.6
CCCCOc1ccc(S(=O)(=O)N2CCCCCC2)cc1	-18.8	-23.5	2.1	-7.5	0.5	15.0	6.4	9.8	0.4
O=C(NCCCNC(=O)NC1CCCCC1)NC1CCCCC1	.	-1.4	1.7	3.2	-0.2	.	0.2	2.9	-1.6
C=CCn1c(Sc2ccccc2)nc2c1c(=O)[nH]c(=O)n2C	-3.4	14.2	-3.2	-1.2	-0.4	1.7[fluorescence artefact?]	2.2	-0.8	-2.7
